Screens: PubChem BioAssay, Broad Institute
DENV2 CPE rescue = inhibitors of DENV2 cytopathic effect, primary screen, cell-based, plate reader, single concentration; CPE inhibition, % at 9.99 µM; actives 1.7% (n = 350,000); DENV2-infected cells, cytopathic effect rescue; in the data active means CPE inhibition above about 20%, passing the limit was not always enough; inconclusive means no clear call, values can overlap the other calls; tested in BHK-21 cells;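 further: 0% = median of neutral control wells and 100% = median of positive control wells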
SIRT5 inh = SIRT5 desuccinylase inhibitors, primary screen, biochemical, fluorescence imaging, single point, set 5; AID 652115, 2013; NAD-dependent protein deacylase sirtuin-5, mitochondrial (Homo sapiens), Q9NXA8; actives 1.1% (n = 330,000); Purified SirT5, succinyl-peptide AMC, trypsin-coupled fluorescence; inhibition, % at 15 µM; in the data active means inhibition above about 15%; inconclusive means no clear call, values can overlap the other calls
Target sequence (Q9NXA8 whole entry, looked up): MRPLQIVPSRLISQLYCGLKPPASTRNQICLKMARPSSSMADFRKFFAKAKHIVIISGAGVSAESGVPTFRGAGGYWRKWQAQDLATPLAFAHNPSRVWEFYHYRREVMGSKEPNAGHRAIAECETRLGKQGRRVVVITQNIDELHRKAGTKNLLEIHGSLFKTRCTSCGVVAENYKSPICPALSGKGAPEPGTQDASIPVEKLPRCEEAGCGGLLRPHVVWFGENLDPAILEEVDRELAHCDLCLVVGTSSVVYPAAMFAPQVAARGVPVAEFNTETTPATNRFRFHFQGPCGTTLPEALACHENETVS
S100A4 MyoIIA = inhibitors of S100A4-myosin IIA peptide binding, primary screen, biochemical, fluorescence polarization, TAMRA-MyoIIA peptide; inhibition, % at 10.7 µM; actives 0.14% (n = 360,000); AID 652163, 2013;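 active means mean inhibition of at least 70% across replicates, with every replicate also reaching that level; inconclusive means mean inhibition reaches 70% but some replicates fall short; inactive means mean inhibition below 70%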
Target sequence (P26447 whole entry, looked up): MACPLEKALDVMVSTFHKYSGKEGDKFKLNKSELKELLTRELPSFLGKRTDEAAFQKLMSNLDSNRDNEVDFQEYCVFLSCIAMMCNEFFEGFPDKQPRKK
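Test system – S100A4 monomer (human) · Compound – single-point compound testing · Schedule – 5 min incubation before reading · Probe or stimulus – TAMRA-labelled myosin IIA heavy-chain peptide probe, 5 nM · Benchmarks – neutral control DMSO, positive control TFP · Medium – Calcium-containing HEPES buffer, pH 7.2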
E-sel inducer = E-selectin induction in HUVECs, primary screen, imaging, HUVEC, immunofluorescence imaging, single point; P16581; normalized: neutral wells 0, TNF-alpha wells 100; activation, % at 7.58 µM; actives 0.37% (n = 260,000);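 active means mean E-selectin-positive cell signal at least 10% of the positive control, reached in at least 60% of replicates, without over 20% cell loss; inconclusive means no rule given, readout overlaps actives, possibly toxicity-flagged; inactive means the rest, including those meeting only one limit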;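 further: in these data hits start at about 27%; measured in HUVEC primary endothelial cells; signal is the percent of cells scored E-selectin positive by PE staining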
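assay system = HUVEC, human umbilical vein endothelial cells | input = 3,000 HUVEC seeded per well | medium = EGM-2 growth medium on 0.1% gelatin-coated wells | dosing = one compound dose added by pin transfer | signal = immunofluorescence imaging | read-out basis = % PE-positive cells | control set = TNF-alpha, DMSO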
C2C12 statin = suppressors of statin myotoxicity in C2C12 myotubes, primary screen, cell-based, single point, plate reader; C2C12 myotubes + simvastatin, ATP luminescence, 48 h; scaled: DMSO 0, geranylgeraniol control 100; rescue of ATP level, % at 7.49 µM; actives 0.78% (n = 330,000); AID 602340, 2012;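 active means mean ATP rescue above about 67%, or every replicate alone reaching that limit, limit read from the data, passing the limit was not always enough; inconclusive means no clear call, values can overlap the other calls; inactive means mean under the limit and some replicate under it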;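 further: myotubes were challenged with 10 µM simvastatin during compound exposure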
ERp5 block = inhibitors of ERp5-driven insulin aggregation, primary screen, biochemical, turbidity, absorbance 650 nm, single point. Protein disulfide-isomerase A6 (Homo sapiens), Q15084. 90 min. inhibition, % at 9.99 µM. actives 0.05% (n = 350,000). AID 651711, 2012;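 active means mean replicate inhibition above about 25%, with every replicate also reaching it, limit read from the data, passing the limit was not always enough; inconclusive means only one of those two criteria met; inactive means neither criterion met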
Target sequence (Q15084 whole entry, looked up): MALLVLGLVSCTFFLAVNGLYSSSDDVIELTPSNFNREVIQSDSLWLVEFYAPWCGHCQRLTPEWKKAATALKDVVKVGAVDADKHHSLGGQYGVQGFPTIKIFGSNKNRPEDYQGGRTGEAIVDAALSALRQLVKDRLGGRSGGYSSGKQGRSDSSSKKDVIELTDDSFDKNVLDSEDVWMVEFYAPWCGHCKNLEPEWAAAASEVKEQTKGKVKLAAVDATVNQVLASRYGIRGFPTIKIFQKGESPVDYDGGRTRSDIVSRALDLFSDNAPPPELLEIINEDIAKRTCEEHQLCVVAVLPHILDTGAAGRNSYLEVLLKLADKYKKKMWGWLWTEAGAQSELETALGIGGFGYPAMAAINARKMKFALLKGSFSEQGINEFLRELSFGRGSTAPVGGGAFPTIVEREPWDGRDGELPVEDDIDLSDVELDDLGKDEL
PglD DTNB = C. jejuni PglD acetyltransferase inhibitors, primary screen, biochemical, DTNB colorimetric, single point. UDP-N-acetylbacillosamine N-acetyltransferase PglD (Campylobacter jejuni). purified PglD enzyme, DTNB colorimetric CoA detection. inhibition, % at 12.5 µM. actives 0.098% (n = 360,000). AID 602405, 2012; in the data active means inhibition above about 16%, passing the limit was not always enough; inconclusive means no clear call, values can overlap the other calls; further: strong numbers were not always called active
Numbers without * were called inactive; ? = inconclusive; nt = not tested or not shown. These rows are one share of the data, so the mix of outcomes need not match the whole.

SMILES	DENV2 CPE rescue	SIRT5 inh	S100A4 MyoIIA	E-sel inducer	C2C12 statin	ERp5 block	PglD DTNB
Cc1ccc(S(=O)(=O)N2CCCCC2)cc1NC(=O)CNc1ccc(C(F)(F)F)cc1	-5	-2	-3	1.5	9	1	-5
CC(C)C#Cc1ccc([C@@H]2[C@@H](CO)N3C(=O)CN(C(=O)c4ccc5c(c4)OCO5)C[C@@H]23)cc1	3	-1	1	0.1	nt	-5	nt
CC(C)CC#Cc1ccc2c(c1)O[C@@H](CN(C)C(=O)Nc1ccccc1F)[C@H](C)CN([C@H](C)CO)S2(=O)=O	8	3	3	0.3	-5	-1	2
Cc1ccc(S(=O)(=O)N(C)C[C@H]2OCCCC[C@H](C)Oc3ccc(N(C)C)cc3C(=O)N([C@H](C)CO)C[C@H]2C)cc1	4	1	1	-0.1	-43	2	-2
CC1CCCCC1NC(=O)CCN1C(=O)C2C3C=CC(C3)C2C1=O (stereo not given)	6	-2	-9	nt	3	1	0
O=C(O)C1CCC(CN(Cc2cccc(Br)c2)C(=S)Nc2ccccc2F)CC1 (stereo not given)	nt	-4	1	nt	0	0	-3
COc1ccc(Cc2nnc(NC(=O)c3ccccc3[N+](=O)[O-])s2)cc1	5	-3	-5	-0.1	nt	1	-13
CON(C)C(=O)CC1(CN(Cc2ccccc2)C(=O)OC(C)(C)C)CCCCC1	nt	nt	-1	-0.1	-28	3	-1
C[C@@H]1CN([C@H](C)CO)C(=O)c2cccc(NC(=O)Nc3ccccc3)c2O[C@H]1CN(C)C(=O)Nc1ccc(F)cc1	-6	1	0	0.7	7	-5	-3
O=C(/C=C1\OCc2cc(OCc3ccccc3)ccc21)OCc1ccccc1	-2	-2	2	0.3	nt	3	nt
COC(=O)C1=C(C)NC(C)=C(C(=O)O[C@@H]2CCCN(Cc3ccccc3)C2)[C@@H]1c1cccc([N+](=O)[O-])c1	?	9	4	0.5	-42	-4	7
O=C(NCc1ccc2c(c1)OCO2)C(=O)NCC1CCCO1 (stereo not given)	-1	2	-3	-0.4	nt	-1	nt
CO[C@H]1CN(C)C(=O)c2ccc(NS(=O)(=O)c3ccc(Cl)cc3)cc2OC[C@H](C)N(C(=O)NC(C)C)C[C@@H]1C	-6	1	-6	-0.4	-10	-1	3
NCCCC[C@H]1CN=C(N)N1CC1CCCCC1	?	nt	-4	nt	2	0	-1
COc1cc(C(=O)NCCc2ncccc2C)ccc1OC1CCN(C(C)=O)CC1	-1	-3	-13	nt	12	6	3
CCCNC(=O)C[C@H]1CC[C@H]2[C@@H](COC[C@@H](O)CN2Cc2ccccc2F)O1	-4	4	2	-0.1	-4	-2	3
Cc1ccccc1S(=O)(=O)N1CC(C(=O)O)=CC[C@H]1c1ccc(Cl)cc1	-10	-3	-3	0.2	-2	-3	0
COc1ccc(NC(=O)CN(C)C(=O)C2=NN(c3ccccc3)C(=O)CC2)cc1	-3	-9	-1	0.0	46	-2	0
CN1CCN(CCCNC(=O)c2ccc(CS(=O)(=O)c3ccc(Br)cc3)o2)CC1	-6	nt	-2	0.3	-8	-5	2
COc1ccc(Cn2c(=O)sc3ccccc3c2=O)cc1	0	2	-2	nt	27	2	nt
CCc1csc(N2[C@H](C#N)[C@@H](c3ccc(C4=CCCC4)cc3)[C@@H]2CO)n1	8	2	-13	-0.1	6	5	3
Cc1ccc(S(=O)(=O)NCc2ccc(C(=O)N3CCc4ccccc4C3)cc2)cc1	3	-2	-1	nt	nt	-5	nt
Cc1cccc(-c2nnc(SCC(=O)N3c4ccccc4CCc4ccccc43)n2C)c1	-2	4	2	-2.4	nt	?	nt
CCCCOc1ccc(C(=O)NCC(=O)N2CC(C)CC(C)C2)cc1 (stereo not given)	7	-1	2	0.6	2	-8	0
O=C(COc1ccccc1[N+](=O)[O-])Nc1cccc(Cl)c1N1CCOCC1	6	0	0	0.0	nt	-4	-2
Cn1c(/C=C/c2ccccc2)nc2ccccc2c1=O	-5	-4	-6	-0.5	-4	0	-1
CN(C)c1ccc(C2Nc3ccccc3C(=O)N2NS(=O)(=O)c2ccccc2)cc1 (stereo not given)	-2	-4	-4	nt	nt	-1	nt
Cc1cc2c(cc1C)NC(CC(=O)NCc1ccccc1)C(=O)N2 (stereo not given)	nt	-4	-14	nt	5	8	nt
O=C(CN1CCOCC1)N1CCCCN2[C@@H](CO)[C@@H](c3ccc(-c4ccccc4F)cc3)[C@@H]2C1	?	3	5	-0.3	-13	11	-6
COc1ccc(CC(N)c2csc(Nc3cccc(OC)n3)n2)cc1 (stereo not given)	0	nt	-4	0.1	-12	-1	-2
COc1ccc(NC(=O)N2CC[C@@H]3[C@@H](CO)N(C)c4ccc(-c5cccc(C(=O)N(C)C)c5)cc4[C@@H]32)cc1	-21	7	2	0.7	12	3	-6
COc1ccc(S(=O)(=O)Nc2ccc3c(c2)C(=O)N([C@H](C)CO)C[C@@H](C)[C@@H](CN(C)Cc2ccc(Cl)c(Cl)c2)O3)cc1	4	19*	-6	29*	nt	15	0
Fc1ccc(-n2nnc(-c3cnc4ccccc4c3)n2)cc1	nt	1	0	0.0	0	0	0
CCOC(=O)c1c(S(=O)(=O)N2c3ccccc3CC2C)c(C)n(C)c1C (stereo not given)	2	-3	5	nt	14	6	2
COC(=O)[C@H]1C[C@@]2(O)CN(S(=O)(=O)c3ccc(C)cc3)C[C@@]2(OC(=O)NCc2ccccc2)C[C@H]1C(=O)OC	nt	-3	-2	0.2	-1	-3	4
CC1CCN(c2c(NCC3CCC(C(=O)NCc4ccccc4)CC3)c(=O)c2=O)CC1 (stereo not given)	1	0	1	2.2	43	1	8
CCOC(=O)C1CCCN(CCC(=O)Nc2ccccc2C)C1 (stereo not given)	2	-1	2	0.0	nt	0	nt
COc1ccccc1NC(=O)N(C)C[C@H]1Oc2ncc(C#CCC(C)C)cc2C(=O)N([C@@H](C)CO)C[C@H]1C	-2	0	5	0.2	9	1	4
COc1ccccc1-n1c([S-])c(C(=O)Nc2ccccc2C(F)(F)F)[n+]2ccc(C(=O)NCCO)cc12	-3	-1	1	8.1	nt	-4	nt
CC(=O)c1cccc(NC(=O)C2Cc3c(-c4ccccc4Oc4ccccc4)ccnc3O2)c1 (stereo not given)	-9	-1	-7	-0.1	nt	10	-9

Four records drawn at random from the list so far, as already listed:
SMILES	DENV2 CPE rescue	SIRT5 inh	S100A4 MyoIIA	E-sel inducer	C2C12 statin	ERp5 block	PglD DTNB
CC(=O)c1cccc(NC(=O)C2Cc3c(-c4ccccc4Oc4ccccc4)ccnc3O2)c1 (stereo not given)	-9	-1	-7	-0.1	nt	10	-9
Fc1ccc(-n2nnc(-c3cnc4ccccc4c3)n2)cc1	nt	1	0	0.0	0	0	0
COc1ccc(NC(=O)N2CC[C@@H]3[C@@H](CO)N(C)c4ccc(-c5cccc(C(=O)N(C)C)c5)cc4[C@@H]32)cc1	-21	7	2	0.7	12	3	-6
O=C(CN1CCOCC1)N1CCCCN2[C@@H](CO)[C@@H](c3ccc(-c4ccccc4F)cc3)[C@@H]2C1	?	3	5	-0.3	-13	11	-6

Additional entries:
SMILES	DENV2 CPE rescue	SIRT5 inh	S100A4 MyoIIA	E-sel inducer	C2C12 statin	ERp5 block	PglD DTNB
CO[C@H](CN(C)C(=O)c1ccc2c(c1)OCO2)[C@H](C)CN([C@H](C)CO)S(=O)(=O)c1ccc(F)cc1	0	-1	10	0.3	-2	3	-2
Nc1nc(Nc2cccc(Cl)c2)nc(NCc2ccco2)c1[N+](=O)[O-]	-4	-2	-6	nt	nt	2	nt
O=C(N[C@@H]1C=C[C@@H](CC(=O)N2CCOCC2)O[C@@H]1CO)c1ccc2c(c1)OCO2	-7	-1	5	0.4	-7	-3	4
Cc1cc(Br)cc(C=Nc2ccc(N3CCOCC3)cc2)c1O	5	-7	-1	8.6	nt	-7	nt
NC(=O)c1ccc(N2CCCCCC2)c([N+](=O)[O-])c1	11	-4	-4	nt	nt	8	nt
O=C(O)CC(C(=O)O)C(c1ccccc1)c1ccccc1 (stereo not given)	3	nt	3	0.0	-2	6	-5
CCCCc1c(O)c2cccc3c2n(c1=O)CCC3	1	-4	-3	-0.1	nt	7	4
COc1ccc(Br)cc1CN(C)CC(=O)NCCc1ccc(S(N)(=O)=O)cc1	0	-5	-9	nt	-6	1	3
C[C@@H]1CN([C@H](C)CO)C(=O)Cc2cc(NC(=O)c3ccncc3)ccc2O[C@@H]1CN(C)C(=O)Nc1ccc(F)cc1	2	-2	-2	-0.1	-11	-5	0
CC(C)NC(=O)N(C)C[C@@H]1Oc2ccc(NS(=O)(=O)c3ccc(Cl)cc3)cc2C(=O)N([C@H](C)CO)C[C@H]1C	-5	-4	-14	0.0	5	-7	4
CCCNC(=O)C[C@@H]1CC[C@H]2[C@@H](COc3ccc(NC(=O)Nc4c(C)noc4C)cc3C(=O)N2C)O1	1	-6	3	0.1	9	3	-4
Cc1ccc(S(=O)(=O)NCc2ccccc2)cc1C(=O)N1CCN(c2ccccc2)CC1	16	-4	1	nt	1	-25	-2
CC(C)C[C@H]1CN=C(Nc2ccccc2)N1CCC1CCCC1	-6	1	22	-0.2	-9	3	4
CCS(=O)(=O)N1CC(=O)N2[C@H](C1)[C@@H](c1ccc(C#Cc3cccc(F)c3)cc1)[C@@H]2CO	-5	2	-3	-0.8	nt	1	nt
O=C(C1COc2ccccc2O1)N1CCN(Cc2ccccc2)CC1 (stereo not given)	-1	-3	-1	0.1	-2	-10	14
CC(C)NC(=O)N[C@@H]1CC[C@H](CCNC(=O)C2CCC2)O[C@H]1CO	19	-1	14	-0.1	0	0	-3
COc1ccc(C(=O)N/C(=C\c2cn(C)c3ccccc23)C(=O)NCCCn2ccnc2)cc1	2	3	-2	0.6	-4	4	2
Cc1cc(C(=O)CN2C(=O)NC3(CCCCC3)C2=O)c(C)n1C	17	1	-6	-0.1	16	1	4
COCCn1c(=NC(=O)CCS(=O)(=O)c2ccccc2)sc2cc(C)ccc21	-9	-2	-6	0.7	nt	-3	3
O=c1cc(-c2ccccc2)[nH]n1-c1ccccc1	-9	-6	4	1.5	-24	0	-3
O=C(c1cccc(F)c1)N1CCN(Cc2ccc3c(c2)OCO3)CC1	4	-3	0	0.0	-13	0	-2
COc1ccccc1C(=O)Nc1ccc2c(c1)C(=O)N(C)C[C@H](OC)[C@@H](C)CN[C@H](C)CO2	3	2	-7	-0.2	6	5	1
CC(C)C1C(=O)N(Cc2cn(CCC3OCCCO3)nn2)CCS(=O)(=O)N1Cc1ccc(-c2ccc(F)nc2)cc1 (stereo not given)	-1	-4	1	nt	6	3	0
O=C(NCCc1ccncc1)[C@@H]1N[C@@H]2c3ccc(/C=C/c4ccccc4)c(=O)n3C[C@@H]2[C@H]1CO	-2	-59	1	0.3	-45	1	-22
Cc1cc(C)cc(NC(=O)c2cnn(-c3ccccc3)c2C2CCNCC2)c1	nt	-3	-2	nt	nt	4	nt
CC(C)(C)c1ccccc1NC(=O)C1=COCCO1	?	7	1	-0.3	-14	-6	-1
CCOCCCNC(=S)N(Cc1ccccc1)Cc1nc2ccccc2c(=O)[nH]1	1	0	-1	nt	12	0	2
COc1ccc(S(=O)(=O)Nc2ccc3c(c2)C(=O)N([C@H](C)CO)C[C@H](C)[C@H](CN(C)C(=O)Cc2ccccc2)OCCCC[C@H](C)O3)cc1	16	11	6	-0.2	nt	1	3
